TIM10 inh = TIM10 yeast growth inhibition; inhibition, % at 10 µM; 330,000 tested, 1.4% active; S. cerevisiae TIM10 strain growth, BacTiter-Glo luminescence, 24 h; AID 463195;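 active means inhibition of 40% or more at the single tested concentration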;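 further: wild-type TIM10 isogenic control strain grown at permissive 25 °C; 0% = DMSO yeast wells and 100% = minimal medium wells without yeast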
tim10-1 inh = inhibits growth of tim10-1 mutant yeast; S. cerevisiae tim10-1 ts strain growth, BacTiter-Glo, 24 h; inhibition, % at 20 µM; 330,000 tested, 2.2% active; AID 463190;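 active means inhibition of at least 40%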;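 further: mutant grown at 25 °C; 0% = DMSO wells with yeast and 100% = wells holding no yeast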
tim23-1 inh = inhibits growth of tim23-1 mutant yeast; S. cerevisiae tim23-1 growth, BacTiter-Glo luminescence, 24 h; 330,000 tested, 1.3% active; inhibition, % at 20 µM;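 active means growth inhibition of the mutant yeast at or above 50%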;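 further: temperature-sensitive mutant grown at 25 °C; plate controls were DMSO-treated mutant yeast for no effect and medium wells lacking yeast for full effect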
CHOP UPR activ = activators of apoptotic arm of unfolded protein response (CHOP); CHO-CHOP luciferase reporter, UPR activation, luminescence; percent of tunicamycin response over DMSO baseline; activation, % at 10 µM; 330,000 tested, 0.34% active; AID 449763;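 active means at 10 µM dose, activation of 40% or more, normalized to positive control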;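 further: 100% = tunicamycin at 10 µg/mL and 0% = DMSO alone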
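Evaluation: % reporter activation, DMSO baseline versus tunicamycin full activation; System: CHO-CHOP luciferase reporter cell line; Input: 500 cells/well; Incubation: 6 h compound treatment, 37 °C; Measured by: Steady-Glo luciferase luminescence; Dosing: one dose, 10 µM in 0.5% DMSO; Buffer or medium: F12 medium, 10% FBS; Benchmarks: positive tunicamycin 10 µg/mL, negative DMSO alone.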
Jurkat NFkB inh = inhibitors of the PMA/ionomycin-induced NF-kB reporter in Jurkat cells; 330,000 tested, 0.53% active; inhibition, % at 4 µM; PMA/ionomycin-induced NF-kB luciferase reporter, luminescence; in the data active means inhibition above about 50%
697 NFkB inh = inhibitors of the PMA/ionomycin-induced NF-kB reporter in 697 B cells. 330,000 tested, 0.33% active. inhibition, % at 4 µM. 697 B-cell NF-kB luciferase reporter, 16 h; in the data active means inhibition above about 35%
UPR XBP1 act = adaptive UPR (XBP1) activation | 330,000 tested, 0.33% active | AID 463104 | CHO-XBP1 luciferase reporter, IRE1-XBP1 UPR activation, luminescence; percent of tunicamycin response, DMSO as zero | activation, % at 20 µM;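 active means versus positive control, 20 µM dose yields 30% or more activation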;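 further: 100% = tunicamycin at 10 µg/mL and 0% = DMSO only wells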
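Material: CHO-XBP1 cells stably carrying IRE1-XBP1-driven luciferase reporter / Amount: 1000 cells per well / Compound: 20 µM, 1% DMSO / Times: 6 h treatment, 37 °C / Detection: luciferase luminescence / Measure: % activation of reporter signal versus tunicamycin and DMSO controls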
Mdm2-MdmX inh = human Mdm2/MdmX binding inhibition; O15151+Q00987; SaOS-2 split-luciferase Mdm2/MdmX complementation, luminescence; inhibition, % at 8 µM; 330,000 tested, 3% active;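 active means inhibition of at least 50% at 8 µM in the primary screen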
Target sequence (O15151 whole entry, looked up): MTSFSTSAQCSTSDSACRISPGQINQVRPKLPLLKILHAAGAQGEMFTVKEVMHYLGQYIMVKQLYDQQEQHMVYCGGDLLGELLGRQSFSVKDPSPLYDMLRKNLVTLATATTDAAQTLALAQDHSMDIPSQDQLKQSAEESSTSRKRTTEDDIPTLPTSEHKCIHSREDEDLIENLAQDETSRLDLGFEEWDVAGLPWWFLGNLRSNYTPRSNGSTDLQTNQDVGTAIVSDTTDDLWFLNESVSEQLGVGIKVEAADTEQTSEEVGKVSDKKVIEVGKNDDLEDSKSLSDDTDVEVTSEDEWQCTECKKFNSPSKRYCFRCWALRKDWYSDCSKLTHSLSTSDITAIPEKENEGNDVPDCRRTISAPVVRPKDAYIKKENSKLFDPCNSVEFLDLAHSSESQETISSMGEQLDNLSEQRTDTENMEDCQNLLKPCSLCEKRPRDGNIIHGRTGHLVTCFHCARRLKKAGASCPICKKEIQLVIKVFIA
Target sequence (Q00987 whole entry, looked up): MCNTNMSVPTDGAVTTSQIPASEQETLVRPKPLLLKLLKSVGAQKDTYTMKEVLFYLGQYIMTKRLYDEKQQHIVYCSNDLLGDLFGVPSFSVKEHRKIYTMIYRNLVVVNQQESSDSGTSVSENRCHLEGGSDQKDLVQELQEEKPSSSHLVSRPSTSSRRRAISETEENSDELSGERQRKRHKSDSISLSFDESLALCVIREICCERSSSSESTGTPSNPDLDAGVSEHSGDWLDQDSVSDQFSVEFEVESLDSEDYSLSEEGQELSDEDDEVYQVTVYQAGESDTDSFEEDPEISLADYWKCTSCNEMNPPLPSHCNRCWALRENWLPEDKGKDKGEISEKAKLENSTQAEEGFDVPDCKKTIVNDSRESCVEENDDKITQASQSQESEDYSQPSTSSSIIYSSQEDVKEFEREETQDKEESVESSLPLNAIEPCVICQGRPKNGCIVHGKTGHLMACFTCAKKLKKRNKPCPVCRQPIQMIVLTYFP
Numbers without * were called inactive; · = no result given.

SMILES | TIM10 inh | tim10-1 inh | tim23-1 inh | CHOP UPR activ | Jurkat NFkB inh | 697 NFkB inh | UPR XBP1 act | Mdm2-MdmX inh
Cc1ccc(C(=O)C2COC(=O)C2)cc1 (stereo not drawn) | -0.3 | 14.3 | 6.5 | 0.0 | -23.3 | 1.9 | 1.1 | 21.7
Cc1[nH]n(-c2ccccc2)c(=O)c1C(=O)c1cccc(F)c1 | 1.4 | -9.9 | -9.1 | 1.4 | -1.6 | 10.3 | 1.4 | 5.4
CCCn1c(SC(C)C(=O)NCC2CCCO2)nc2sc(CC)cc2c1=O (stereo not drawn) | 1.0 | -1.5 | 13.5 | 0.7 | 14.4 | -22.8 | -5.2 | 20.3
O=C(NC1CC1)C1CCN(C2CCN(C(=O)CSc3ccccc3)CC2)CC1 | -3.5 | -3.3 | 8.2 | -1.3 | 4.2 | 18.9 | -3.2 | 29.1
Nc1nc(SCC(=O)Nc2ccc(F)cc2)[nH]c(=O)c1NC(=O)c1ccc(F)c(F)c1 | -7.9 | -9.5 | -10.6 | -0.9 | -2.1 | 11.4 | 1.2 | -9.1
CN(C)c1ccc(/C=N/NC(=O)c2ccc(CN3CCOCC3)cc2)cc1Br | -12.5 | -14.7 | -15.4 | 0.7 | -24.4 | 0.2 | 1.4 | -29.1
Cc1ccc(CNC(=O)C2(C)Oc3ccccc3NC2=O)cc1 (stereo not drawn) | -7.3 | 11.6 | 15.4 | -1.0 | 4.4 | 20.0 | -3.9 | -14.2
Cc1nn(C)c(C)c1/C=C/C(=O)c1ccccc1 | 12.8 | 23.8 | 26.7 | 1.7 | -45.3 | -32.9 | 2.0 | -11.5
COc1ccc(C2CC(c3ccncc3)=NN2c2ccc(S(N)(=O)=O)cc2)cc1 (stereo not drawn) | -2.6 | 21.8 | 35.6 | 5.8 | · | -54.5 | 3.4 | 27.4
Cc1nc(SCc2ccccc2)[nH]c(=O)c1CC(=O)OCC(C)C | 11.5 | 36.8 | 30.5 | -1.3 | -5.5 | 4.2 | -3.3 | 31.9
CCOC(=O)C1(CCCc2ccccc2)CCN(C(=O)CSC)CC1 | 3.8 | -0.4 | 26.2 | 0.5 | 11.3 | -22.3 | -3.9 | -23.6
COc1cc(C2C(C#N)=C(N)N(c3ccc(F)cc3)C3=C2S(=O)(=O)CC3)ccc1O (stereo not drawn) | 18.8 | 10.9 | 12.3 | 0.0 | 3.8 | -7.9 | -3.2 | -10.5
Clc1ccc2c(NCc3ccccc3)ccnc2c1 | -24.4 | -7.3 | 0.6 | 4.5 | 20.4 | -12.2 | -5.1 | 45.2
CC1CCN(C(=O)c2nc[nH]c2C(=O)N2CCc3ccccc3C2)CC1 | -2.2 | 7.2 | 13.5 | 0.1 | 5.4 | 18.9 | 1.7 | -16.7
Cc1cc(Cl)c(S(=O)(=O)N2CCN(c3ccccn3)CC2)cc1OCC(N)=O | 9.3 | 2.6 | 6.5 | 1.6 | -4.7 | -4.9 | -4.3 | 33.9
COc1ccc(OC)c(S(=O)(=O)N2CCCCC2C(=O)O)c1 (stereo not drawn) | -0.7 | 2.8 | -7.6 | -0.9 | -3.1 | 14.6 | -3.9 | -4.5
COc1ccc(NC(=O)CSCC(=O)N(C)Cc2ccc(Cl)c(Cl)c2)cc1 | 2.9 | 32.8 | 33.2 | -2.2 | -1.6 | -7.1 | -2.1 | -4.2
Nc1ccc(C(=O)N/N=C\C=C\c2cccc([N+](=O)[O-])c2)cc1 | 19.8 | -8.5 | -5.7 | 5.2 | -8.0 | 17.3 | 0.7 | -15.9
CC(C)CCNC(=O)C1CCCN(S(=O)(=O)c2ccc(F)cc2)C1 (stereo not drawn) | -5.1 | 16.7 | 8.7 | -2.0 | -6.1 | 6.7 | -4.8 | 12.9
O=C(NCC1COc2ccccc2O1)c1cn(Cc2ccc(F)cc2)nn1 (stereo not drawn) | -11.4 | 3.1 | -33.3 | -0.9 | -5.8 | -31.2 | -0.7 | -5.0
C#CCOCCOCCOCCNc1nc(N2CCN(C(=O)CCCCCCCCCCNC(=O)[C@H]([C@@H](C)CC)n3cc(CCCCN=C(N)N)nn3)CC2)nc(N2CCN(C(=O)CCCCCCCCCCNC(=O)[C@H](CO)n3cc(CCCCCN)nn3)CC2)n1 | 2.3 | 39.9 | 44.7 | 1.5 | -6.6 | -20.1 | 3.2 | 4.1
CC(C)OC(=O)c1cccc(C(=O)OCc2ccco2)n1 | 14.2 | 8.7 | 11.0 | -1.2 | 10.9 | -2.4 | -0.6 | -2.8
Cc1nc(Cl)cc(N/N=C/c2ccc(O)cc2O)n1 | 6.2 | 19.6 | 34.7 | 5.7 | -13.7 | -33.0 | 10.2 | 31.9
C/C(CC(=O)Nc1cccc(F)c1)=N\NC(=O)c1ccncc1 | 18.7 | 30.2 | 25.2 | 0.9 | -5.1 | 12.2 | -2.4 | 11.4
COc1ccc(NC(=O)c2ccc(S(=O)(=O)N3CCCCC3)cc2)c(OC)c1 | 8.3 | 19.1 | 31.7 | 2.1 | 4.6 | 9.7 | -0.3 | 28.4
SMILES | TIM10 inh | tim10-1 inh | tim23-1 inh | CHOP UPR activ | Jurkat NFkB inh | 697 NFkB inh | UPR XBP1 act | Mdm2-MdmX inh
COc1ccccc1NS(=O)(=O)c1cc(C(=O)NCC(C)(C)N2CCOCC2)ccc1C | 3.6 | 1.1 | 6.8 | 0.5 | 13.0 | -45.9 | -3.7 | 1.6
COCC(=O)Nc1nnc(Cc2ccc(OC)cc2)s1 | 19.3 | 11.5 | 12.3 | -0.2 | 2.6 | -1.9 | 0.4 | -4.0
Cc1nnc(NC(=O)CCSc2ccccc2)s1 | -2.3 | -3.6 | -5.2 | 2.6 | -0.1 | 2.8 | 3.5 | -20.4
C=CCNC(=S)Nc1c(N)n(C)c(=O)n(C)c1=O | 0.6 | -17.7 | 2.2 | -0.4 | -8.0 | 13.9 | -3.1 | 22.2
COP(=O)(OC)c1nc(-c2ccccc2)oc1NCc1ccccc1 | 16.4 | 23.6 | 17.6 | 4.4 | 1.6 | 4.2 | 0.6 | 12.5
O=C(N/N=C/c1c(O)ccc2ccccc12)c1ccc(CO)nc1 | -42.5 | -24.3 | 39.9 | 0.2 | 35.4 | -10.6 | -2.3 | 69.0*
COc1ccc(-c2ccc3c(=O)cc(-c4ccsc4)oc3c2)cn1 | 4.8 | 17.0 | 8.0 | -0.2 | -16.1 | -14.0 | 1.9 | 79.4*
CCCc1ccc(Oc2cn[nH]c2-c2ccc(O)cc2O)cc1 | 44.4* | 4.0 | -35.7 | -0.7 | -3.9 | -43.0 | 3.3 | 29.1
COCCNC(=O)c1ccc(Cn2c(=S)[nH]c3cc4c(cc3c2=O)OCO4)cc1 | 3.3 | 16.6 | -0.2 | -0.7 | -1.4 | 17.0 | 1.9 | -10.3
CN=C(c1ccccc1)c1c(C)cccc1C | -0.9 | 14.6 | 3.2 | -0.3 | -13.2 | -12.3 | 1.5 | -0.2
COc1ccc(NC(=O)COc2nc3ccccc3nc2N2CCOCC2)c(OC)c1 | -5.4 | -11.6 | -6.8 | -1.2 | -13.8 | 11.5 | -0.5 | 20.4
CCOC(=O)C1CCCN(C(=O)c2ccc3c(=O)n(Cc4ccccc4OC)c(=S)[nH]c3c2)C1 (stereo not drawn) | -60.3 | 32.2 | -25.3 | -0.5 | 12.5 | -3.6 | -4.9 | 35.2
CCCCS(=O)(=O)CC(COc1ccccc1)OC(=O)c1ccccc1 (stereo not drawn) | -20.9 | 9.5 | 22.8 | -2.4 | 6.5 | -3.3 | -6.9 | 13.8
COc1cccc(CNC(=O)c2cccnc2Sc2ccc(C)cc2C)c1 | 18.3 | 33.1 | 44.2 | 2.6 | 8.5 | -9.3 | -4.4 | 12.4
NC(=O)CC[C@H](NC(=O)c1ccc(F)cc1)C(=O)OCC(=O)Nc1c(F)c(F)c(F)c(F)c1F | -20.9 | 6.8 | 14.8 | 0.1 | -6.9 | 4.9 | -2.6 | 5.1
CCCNC(=O)c1onc(CSc2ccc(F)cc2)c1C(=O)NCC1CC1 | -5.1 | 5.0 | 13.2 | -1.0 | 5.7 | 3.0 | -1.3 | 17.6
COc1ccc(CCNC(=O)CCNC(=O)c2ccc([N+](=O)[O-])cc2)cc1 | -14.4 | 0.4 | -1.5 | -2.4 | -9.0 | -7.5 | 3.0 | 9.8
O=C(NCc1ccccn1)c1ccc(CNS(=O)(=O)c2cccc(Cl)c2)cc1 | 13.4 | 17.7 | 9.7 | -2.1 | -1.9 | 10.3 | -1.9 | -22.7
O=C(N/N=C/c1ccc(OC(F)F)cc1OC(F)F)NC1CCCCC1 | -0.7 | 23.0 | 20.4 | 0.1 | 10.3 | 3.5 | -1.6 | 5.9
CCOc1ccccc1C(=O)NCCc1cnc[nH]1 | -6.0 | 2.7 | 1.8 | 0.2 | -27.5 | -27.4 | -2.8 | 6.7
COc1cccc(C(=O)NCCCNC(=O)c2cccnc2)c1 | -14.3 | -5.3 | 3.1 | 1.0 | 11.7 | 8.1 | -1.3 | 7.2
O=C(CS(=O)(=O)c1ccc2ccccc2c1)Nc1ccccc1Cl | 15.1 | 23.2 | 37.8 | 1.3 | 16.2 | 7.1 | 0.2 | 20.5
O=C(CCN1C(=O)c2ccccc2S1(=O)=O)Nc1ccc(Cl)cc1 | -1.3 | 11.5 | 0.5 | 0.3 | 3.4 | 10.0 | -5.4 | 6.7
COC(=O)c1ccc(C(=O)OC)c(NC(=O)CN2CCN(c3ccccc3)CC2)c1 | 0.2 | 2.5 | 1.5 | -2.3 | -1.7 | 3.1 | 2.8 | 26.7
CCOC(=O)c1c(S(=O)(=O)N2CCCC(C(=O)Nc3ncccc3C)C2)c(C)n(C)c1C (stereo not drawn) | -0.3 | 21.9 | 12.4 | 0.0 | 14.9 | 10.7 | 0.0 | 7.6
SMILES | TIM10 inh | tim10-1 inh | tim23-1 inh | CHOP UPR activ | Jurkat NFkB inh | 697 NFkB inh | UPR XBP1 act | Mdm2-MdmX inh
C/C(=N\NC(=S)NCc1ccccc1)c1ccccc1F | 30.7 | 46.2* | 39.8 | 0.5 | 5.8 | -28.4 | -1.2 | 11.2
Cc1ccc(-c2noc(CSc3nc(N)cc(N)n3)n2)cc1 | 15.9 | 14.0 | 13.1 | 3.6 | -72.7 | -114.9 | 2.4 | -70.1
CN(c1ccccc1)S(=O)(=O)c1ccc(Cl)c(C(=O)NC2=NCCS2)c1 | 2.6 | -0.5 | 6.8 | -1.4 | 0.1 | 13.0 | -0.3 | 14.4
Cc1cc(N2CC(=O)N(CCc3ccccc3)C(=O)C2)n2ncnc2n1 | 5.3 | 11.2 | 9.7 | -2.7 | -7.3 | 8.1 | -3.0 | 14.6
CN(C)c1ccc(/C=N/n2c(COc3ccccc3)n[nH]c2=S)cc1 | 13.4 | 2.9 | 19.7 | -0.3 | -7.5 | -6.8 | -4.7 | -13.9
COc1ccc(/C=C(/NC(=O)c2ccccc2)C(=O)N/N=C/c2sccc2C)cc1 | 8.9 | 5.0 | 11.8 | -1.2 | -14.9 | 6.3 | -1.7 | -16.0
COCCCNC(=O)c1c(NC(=O)C2COc3ccccc3O2)sc2c1CCCC2 (stereo not drawn) | 19.2 | 17.6 | -1.1 | 0.5 | -1.8 | 5.8 | -0.1 | -8.3
O=C(CSc1ccccn1)Nc1ccc2c(c1)OCO2 | -20.2 | -28.3 | 9.7 | 3.7 | -26.9 | -6.5 | 1.2 | -1.6

Filtered by structure: those above with a nitro group on carbon (2)
SMILES | TIM10 inh | tim10-1 inh | tim23-1 inh | CHOP UPR activ | Jurkat NFkB inh | 697 NFkB inh | UPR XBP1 act | Mdm2-MdmX inh
Nc1ccc(C(=O)N/N=C\C=C\c2cccc([N+](=O)[O-])c2)cc1 | 19.8 | -8.5 | -5.7 | 5.2 | -8.0 | 17.3 | 0.7 | -15.9
COc1ccc(CCNC(=O)CCNC(=O)c2ccc([N+](=O)[O-])cc2)cc1 | -14.4 | 0.4 | -1.5 | -2.4 | -9.0 | -7.5 | 3.0 | 9.8
